mcGAS RapidFire = inhibitors of Mus musculus cyclic GMP-AMP synthase, initial high-throughput assay, cell-free, RapidFire MS | Q8C6L5 | recombinant mouse cGAS, cGAMP by RapidFire MS | inhibition, % at 12.5 µM | actives 0.18% (n = 130,000) | AID 1259397, 2018;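 active = inhibition of cGAS enzyme activity at or above 60%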;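 note: enzyme stimulated by 45 bp dsDNA with ATP and GTP substrates; cGAMP share of summed cGAMP plus half ATP and half GTP signals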
Target sequence (Q8C6L5 whole entry, looked up): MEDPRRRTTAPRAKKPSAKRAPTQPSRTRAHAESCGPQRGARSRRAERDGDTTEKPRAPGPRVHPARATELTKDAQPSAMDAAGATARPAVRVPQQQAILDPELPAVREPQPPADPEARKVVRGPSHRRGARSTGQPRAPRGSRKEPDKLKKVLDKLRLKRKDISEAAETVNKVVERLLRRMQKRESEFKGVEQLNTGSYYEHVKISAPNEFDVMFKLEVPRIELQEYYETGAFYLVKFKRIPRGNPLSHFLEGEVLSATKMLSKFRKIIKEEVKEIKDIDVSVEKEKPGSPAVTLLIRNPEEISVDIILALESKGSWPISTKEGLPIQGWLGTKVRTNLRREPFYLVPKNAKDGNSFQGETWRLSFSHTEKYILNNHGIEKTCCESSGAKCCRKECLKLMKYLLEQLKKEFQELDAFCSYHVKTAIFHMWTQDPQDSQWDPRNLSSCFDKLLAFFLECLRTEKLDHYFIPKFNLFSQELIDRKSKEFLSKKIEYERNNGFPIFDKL
* = called active by the depositor; & = joins results of further samples. Only part of the results is shown; count on the stated rates, not on these rows.

Structure	mcGAS RapidFire
CC(=O)Nc1cc(C(=O)OCc2ccc(F)cc2)ccc1C	-7
CC(COC(=O)c1ccnn1C)COc1ccccc1 (centres undefined)	-3
c1csc(-c2nc(N3CCOCC3)c3c4c(sc3n2)CCC4)c1	-7
O=C(Nc1ccc(OCC(=O)N2CCCCCC2)cc1)c1ccco1	-3
O=C(CC1(O)C(=O)Nc2ccc(Br)cc21)c1ccc(F)cc1 (centres undefined)	-13
CCCCC1CCC(C(=O)NCCCn2nc(-c3ccncc3)ccc2=O)CC1 (centres undefined)	-10
COCCn1c(C)cn2c3c(=O)n(Cc4ccccc4F)c(=O)n(C)c3nc12	-6
Cc1ccc(S(=O)(=O)NCCn2nc(-c3cccnc3)ccc2=O)s1	-4
CCC(C)N(CC#Cc1ccccc1)Cc1cnc2nccn2c1 (centres undefined)	11
CCOCCCN=C1SCC(CC)N1C(=O)c1ccc(F)cc1 (centres undefined)	-1
Cc1ccc(NCC(=O)N2CCN(c3ccccc3)CC2)cc1F	-11
CCCCC(C(=O)OCC(=O)c1ccc(OC)cc1)N1C(=O)c2ccccc2C1=O (centres undefined)	-16
CCN1CCCC1CNS(=O)(=O)c1ccc(F)c2ncccc12 (centres undefined)	-9
CN(C)C(=O)CNc1ccccc1Oc1cccc(F)c1	6
Oc1ccc(C2(c3ccc(O)c(Cl)c3)CCCC2)cc1Cl	-13
CC(Sc1cc(-c2ccccc2)c2cc3c(cc2n1)OCCO3)C(N)=O (centres undefined)	4
CC(Cn1cncn1)NCC1(c2cccc(F)c2)CCOCC1 (centres undefined)	0
CC(=O)NCCc1ccc(S(=O)(=O)Nc2cc(C)cc(C)c2)s1	9
O=C(Nc1ccc2oc(-c3cc(F)ccc3Br)nc2c1)NC1CC1	7
O=C(Cn1cnc2c(nnn2Cc2ccc(Cl)cc2)c1=O)OCc1ccccc1	6
CC(C)C(NCC1CCOCO1)c1cccs1 (centres undefined)	0
COCCn1c(SCC(=O)O)nc2c1c(=O)[nH]c(=O)n2C	-2
C[C@@H](O)[C@H]1C(=O)N2C(C(=O)O)=C(S[C@@H]3CN[C@H](C(=O)N(C)C)C3)[C@H](C)[C@H]12	0&7
CN(Cc1cccs1)C(=O)Nc1ccc(Cl)c(Cl)c1	-4
CCc1nccc(-c2c(-c3ccccc3)ncn2CCN2CCOCC2)n1	-31
N#Cc1cnc(N2CCOCC2CC(O)c2cccs2)c(Cl)c1 (centres undefined)	-21
COC(=O)C1CN(C)CCC1(C)OC(=O)Oc1ccccc1 (centres undefined)	-14
COc1cc(C2=N/C(=C\C(Cl)=C\c3ccccc3)C(=O)O2)cc(OC)c1OC	-4
CN(CC(=O)Nc1ccc2c(c1)OC(F)(F)O2)C(=O)c1ccco1	-2
N#Cc1cc(C(=O)OCCn2cccn2)ccc1N1CCCC1	2
COc1ccccc1C(=O)NC(c1ccc(Cl)cc1)C1CC1 (centres undefined)	-6
CN(C)c1ccc(P(=O)(OCc2ccccc2)C(O)c2ccccc2F)cc1 (centres undefined)	-4
CN1C(=S)SC2c3ccccc3CCN21 (centres undefined)	-2
CCOc1ccc(CN2CCC(N)(C(=O)O)C2)cn1 (centres undefined)	-2
C=CCN(CC#Cc1ccccc1)Cc1c(C)nn(C)c1Cl	-7
Cc1nnc2ccc(C(=O)N3CCN(CC(C)O)CC3)cn12 (centres undefined)	-4
Oc1ccc(-c2c(-c3ccccc3)nn3c(C(F)(F)F)cc(C(F)(F)F)nc23)cc1	-7
CCCCN1CCCC(Cn2cc(C3CCCC3)nn2)C1 (centres undefined)	-3
O=C(NCCN1CCCCC1)c1ccn(-c2ccc(F)cc2)n1	1
CC(=O)Nc1cc(C)nn1-c1ccccc1C(F)(F)F	-7
COc1ccc(C(=O)NC(C)C2CC3CCC2C3)c(OC)c1 (centres undefined)	-17
O=C(Nc1nccs1)C1CC1	-5
Cc1cc(OS(C)(=O)=O)c(C(C)C)cc1Cl	-4
CCC(O)CN1CCSC(c2ccccc2)C1 (centres undefined)	-10
CCN(CC)C(=O)CSC(=Nc1ccccc1)NC#N	5
NC(=N/N=C\c1ccccc1Cl)c1nonc1N	0
O=C(C1=C2SC=C(c3ccccc3)N2CCCC1)c1ccccc1F	-1
Cc1nc2nc(C)c(Br)c(=O)n2[nH]1	69*
Cc1cc(CS(=O)CC(=O)Nc2c(C)cccc2C)no1 (centres undefined)	-13
O=C(Nc1nccs1)c1cccc([N+](=O)[O-])c1C(=O)O	-16
CC(C)C(NC1C2CC3CC(C2)CC1C3)c1nc2ccccc2[nH]1 (centres undefined)	-10
CN(C)C(CNS(=O)(=O)c1cccc(OC(F)(F)F)c1)c1ccsc1 (centres undefined)	-3
Cc1[nH]c(-c2cn(-c3ccccc3)nn2)nc1-c1ccccc1	-11
Cc1ccc(C(=O)Nc2nc(-c3ccccc3Cl)ns2)cc1F	6
Cc1cc(C(=O)NNC(=O)c2ccc(OCC(C)C)cc2)on1	2
N#Cc1nc(N2CCCC2)nc(N(c2ccccc2)c2ccccc2)n1	-32
CC(Br)Cn1c(Br)nc2c1c(=O)[nH]c(=O)n2C (centres undefined)	-8
Cc1ccc2c(c1)CCC2NC(=O)C1CNC(=O)N1 (centres undefined)	4
CN1CCC2(CCN(C(=O)c3nn(C)cc3Cl)CC2)C1	2
NC(=O)c1csc(N2CCCC3(C2)C(=O)Nc2ccccc23)n1 (centres undefined)	-6

Entries shown so far containing a cyano group:
Structure	mcGAS RapidFire
N#Cc1cnc(N2CCOCC2CC(O)c2cccs2)c(Cl)c1 (centres undefined)	-21
N#Cc1cc(C(=O)OCCn2cccn2)ccc1N1CCCC1	2
CCN(CC)C(=O)CSC(=Nc1ccccc1)NC#N	5
N#Cc1nc(N2CCCC2)nc(N(c2ccccc2)c2ccccc2)n1	-32

Three of these compounds in another layout:
mcGAS RapidFire | smiles
-3 | CN(C)C(CNS(=O)(=O)c1cccc(OC(F)(F)F)c1)c1ccsc1 (centres undefined)
-11 | Cc1[nH]c(-c2cn(-c3ccccc3)nn2)nc1-c1ccccc1
6 | Cc1ccc(C(=O)Nc2nc(-c3ccccc3Cl)ns2)cc1F

Random excerpt: 3 compounds from above
Structure	mcGAS RapidFire
Cc1cc(C(=O)NNC(=O)c2ccc(OCC(C)C)cc2)on1	2
COc1ccc(C(=O)NC(C)C2CC3CCC2C3)c(OC)c1 (centres undefined)	-17
Cc1[nH]c(-c2cn(-c3ccccc3)nn2)nc1-c1ccccc1	-11

(further entries)
Structure	mcGAS RapidFire
CC(=O)N1CCN(C(=O)CN(CCO)Cc2ccsc2)CC1	-2
CCn1c(CC2CCN(C(=O)CCc3cnccn3)CC2)nn(C)c1=O	0
Cc1ccc(-c2ccc(SCCN3CCCCC3)nn2)cc1	-8
CS(=O)(=O)N1CCC(C(=O)N2CCC(Cn3ccnc3)CC2)CC1	-4
O=C1C(Cl)=C(Nc2ccc(I)cc2)C(=O)N1Cc1ccc(Cl)cc1	-3
O=C(CCC(=O)c1ccc(Cl)cc1)Nc1c(F)cccc1F	20
NN=C1CCCc2c1no[n+]2[O-]	-21
CCn1ncc(C(=O)N(C)Cc2cc(-c3ccncc3)no2)c1C	-18
Cc1ccc(C(=O)Nc2ccc(SCC(=O)NCc3cccs3)nn2)cc1	1
c1ccc(-c2nc(SCCN3CCCCC3)n[nH]2)cc1	-8
CCOC(C)c1noc(-c2cc3nc(C)ccc3o2)n1 (centres undefined)	22
CC(C)C(NC(=O)Cc1ccccc1)C(=O)Nc1ccccc1CN(C)C (centres undefined)	-14
C=CCNC(=O)c1c(O)c2c([nH]c1=O)CCCC2	-5
O=C(NCC1CCCN(S(=O)(=O)c2ccc(F)cc2Cl)C1)c1ccco1 (centres undefined)	-14
CC1(C)CC(Nc2nc3nonc3nc2N2CCOCC2)CCO1 (centres undefined)	2
CC(C)c1noc(C(C)Sc2ccc3c(c2)OCCCO3)n1 (centres undefined)	-9
CC(COc1ccccc1C(F)(F)F)NC(=O)c1cc[nH]c(=O)c1 (centres undefined)	-4
OCC1CCCCN1CCn1cnnc1 (centres undefined)	1
O=C(O)c1cccc(CC2CCN(C(=O)C3CCOC3)CC2)c1 (centres undefined)	-11
O=S(=O)(c1ccccc1)n1nc(-c2ccccc2)nc1NCc1ccc(F)cc1	-5
CC(N(C)C(=O)c1ccsc1)C(C)(C)C (centres undefined)	-10
O=C(Nc1ccc(N2CCCCC2)cn1)c1cccc(N2CCOC2=O)c1	-10
O=c1c2nnn(-c3ccc(F)cc3)c2ncn1Cc1ccc(Cl)cc1Cl	9
Cc1ccoc1C(=O)NCc1ccccc1-n1cncn1	-12
c1ccc(-n2c(SCCc3ccncc3)nnc2-c2ccncc2)cc1	2
CC(c1nc(N)nc(Nc2ccccc2)n1)N1CCCCCC1 (centres undefined)	-6
Cc1ccc(S(=O)(=O)Nc2ccc(C)c(C(=O)O)c2)c(F)c1	-3
CCCc1noc(C(C)N(C)CC2CCCCC2)n1 (centres undefined)	3
CN(Cc1nnc(-c2ccccc2)o1)C(=O)c1sccc1Cl	-14
O=C(NCc1cccc(Cl)c1)c1ccc(N2CCOCC2)nc1	0
c1ccc(C2CCN(CCNc3ncnc4[nH]ccc34)C2)cc1 (centres undefined)	3
CC(Cn1cccn1)C(=O)N1Cc2cnn(Cc3ccc(F)cc3)c2C1 (centres undefined)	-3
CN1CCN(c2nc(-c3cccs3)cs2)CC1	-5
CCOC(=O)C1(CCOc2ccccc2)CCN(Cc2cn(CC)nc2C)CC1	-9
C=c1ccc(C)c2c1=C(O)C(=O)N2	-6
O=c1c2cnc3ncnn3c2ccn1Cc1ccco1	1
O=c1ncccn1[C@@H]1O[C@H](CO)[C@@H](O)[C@H]1O	-11
COc1ccc(OCCNC(=O)c2cc(C)nc3ccccc23)cc1	-26
Cc1ccc(S(=O)(=O)N/N=C(\c2ccccc2)c2c(C)[nH]n(-c3ccccc3)c2=O)cc1	-4
COc1ccc(C2Nn3c(Cc4ccccc4)nnc3S2)cc1OC (centres undefined)	-7
Cc1nc(N2CCN(c3cc(=O)[nH]nc3-c3ccccc3)CC2)c2cnn(C)c2n1	-22
Cc1cc(C(=O)NCCSc2nnc(C)s2)c2ccc(F)cc2n1	-10
CC1c2cc(F)ccc2CCN1C(=O)C1CC(=O)N(CCN(C)C)C1 (centres undefined)	-4
COc1ccc(-c2nc(CN3CCC(F)(F)CC3)c(C)o2)c2ccccc12	-18
Cn1c(C(=O)NCC2(N)CCCC2)cc2ccccc21	-14
CCOc1ccc(Br)cc1NC(=O)C1CC(=O)N(C)C1 (centres undefined)	4
Cc1nsc(N2CCCN(C(=O)c3sccc3C3CC3)CC2)n1	-6
O=C(O)C12C3C4C1C1C2C3C1(Br)C4(O)O (centres undefined)	-6
Cc1nc(C)c(-c2csc(Nc3cccnc3)n2)s1	42
CCOC(=O)c1[nH]nc2c1CC/C2=C\c1ccccc1	1
Cc1c(C(C)NC(=O)CCc2cccs2)cnn1-c1ccccn1 (centres undefined)	-2
Cc1cc(NC(=O)COC(=O)c2c(C)noc2N)ccc1N1CCCC1	-32
NC(=O)c1ccc(CN(C(=O)c2ccc(Br)s2)C2CC2)cc1	-29
CC1CC2=Nc3ccccc3NC(C)C2C(=O)O1 (centres undefined)	-3
CCOc1ncccc1C(=O)N1CCOC(COCc2c(Cl)cccc2Cl)C1 (centres undefined)	-5
O=C(N[C@H](CO)CC1CCCCC1)c1cc(CN2CCC(O)CC2)on1	-18
COc1ccc(-c2c(NC(C)=O)n(C)c3ccccc3c2=O)cc1OC	-1
C=CCn1c(-c2ccccc2)csc1=NNc1ccc([N+](=O)[O-])cc1	3
Cc1ccoc1C(=O)N1CCCC(NS(=O)(=O)c2ccccc2)C1 (centres undefined)	-16
O=C(NCc1cccc2ccccc12)NCc1nnnn1-c1ccccc1	15

Remaining list, next part:
Structure	mcGAS RapidFire
Cc1ccc(C(=O)NCCN2CCCCCC2=O)s1	2
Cc1ncc(CN2CCN(Cc3cccc(F)c3)CC2)n1C	-35
COc1ccc(N(CCC(N)=O)C(=O)CSc2ccc3c(c2)CCC3)cc1	1
O=C(O)c1ccccc1-n1c(-c2ccccc2)c[n+]2c1CCc1ccccc1-2	21
CC(C)Cc1ccc(CN2CCCC(NC(=O)C3CCN(Cc4ccco4)CC3)C2)cc1 (centres undefined)	-6
O=C(CN1CCN(C(=O)c2ccccc2)CC1)Nc1ccccc1Cl	-7
O=C(O)CN1C(=O)/C(=C\c2cc(Br)ccc2OCc2ccc(Cl)cc2)SC1=S	6
CC(=O)N1CCC[C@H]1C(=O)N1CCC(Cc2cccc(C(=O)O)c2)CC1	-10
COc1cc(C2c3[nH]c4ccccc4c3CCN2Cc2ccco2)ccc1F (centres undefined)	-7
CCCN(CCC)c1nc(NC(C)(C)C)nc(N2CCOCC2)n1	-2
CCC(C(=O)OC)n1cnc2c(nnn2Cc2ccc(Cl)cc2)c1=O (centres undefined)	7
OCCC1(NCc2cccc3cccnc23)CCOCC1	-3
Cc1cc(F)ccc1S(=O)(=O)N1CCC2(CC1)OCCN2S(=O)(=O)c1cccs1	4
CC1CCCC(NC(=O)c2cc3c(s2)CSC3)C1C (centres undefined)	-4
O=C(CCc1ccco1)N1CC2OCCN(Cc3ccccc3)C2C1 (centres undefined)	-3
Cc1cccc(N2C(=O)c3cccc([N+](=O)[O-])c3C2=O)n1	0
N#CCOc1ccccc1C1NC(=S)NC(c2ccccc2)=C1C(=O)c1ccccc1 (centres undefined)	-2
Clc1cccc2c3c([nH]c12)-c1nonc1CC3	-6
COc1cc(OC)c(C(=O)Nc2ncc(C)s2)cc1OC	-7
